eLon inh: inhibits E. coli Lon protease | P0A9M0 | purified E. coli Lon protease, fluorescence polarization | inhibition, % at 7.94 µM | 360,000 compounds, 0.42% hits | AID 602123; in the data active means inhibition above about 13%, passing the limit was not always enough;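 further: 0% = enzyme with probe and DMSO and 100% = no enzyme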
DNMT1 inh: DNMT1 (human) enzyme inhibition; AID 588458; P26358; inhibition (reported as % activation of signal), % at 10 µM; 360,000 compounds, 0.83% hits; DNMT1 molecular beacon, Hinp1I cleavage, fluorescence; in the data active means inhibition above about 50%
MsrA act: bovine methionine sulfoxide reductase A activation; purified bovine MsrA, absorbance read-out; 360,000 compounds, 0.3% hits; activation, % at 10.6 µM; in the data active means activation above about 7.5%;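 further: 0% = vehicle and 100% = reference activator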
Tb MetRS inh: blocks T. brucei methionyl-tRNA synthetase activity; inhibition, % at 11.9 µM; 360,000 compounds, 0.4% hits; purified T. brucei MetRS, ATP depletion, Kinase-Glo luminescence;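 active means inhibition above a per-plate cutoff of the control wells' mean inhibition plus 3 SD, cut at about 5.5% in these data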;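 further: 0% = DMSO wells median and 100% = median of wells with control inhibitor compound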
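Dosing: 11.9 µM single point; system: parasite MetRS enzyme; technique: luminescence of leftover ATP; times: 15 min enzyme-compound preincubation, 2 h reaction, 10 min detection, 25 °C; replicates: each compound tested once; read-out basis: percent inhibition relative to median high and low control wells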
MsrA inh: inhibitors of bovine MsrA | purified bovine MsrA, absorbance read-out | 360,000 compounds, 0.75% hits | AID 651718 | inhibition, % at 15.5 µM; in the data active means inhibition above about 4.5%;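 further: 0% = vehicle wells with enzyme and 100% = reference inhibitor wells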
SUMO1-SIM PPI: SUMO1-SIM interaction modulation; P63165; SUMO1 binding to a labelled peptide, TR-FRET, 1 h; inhibition, % at 20 µM; 360,000 compounds, 0.33% hits; AID 602429; in the data active means inhibition above about 37%
Target sequence (P63165 whole entry, looked up): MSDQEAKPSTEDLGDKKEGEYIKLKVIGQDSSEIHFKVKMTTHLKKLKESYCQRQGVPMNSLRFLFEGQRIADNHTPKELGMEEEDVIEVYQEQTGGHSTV
STEP block: inhibitors of human striatal-enriched phosphatase STEP. P54829. recombinant STEP, OMFP fluorogenic substrate, fluorescence. inhibition, % at 20 µM. 360,000 compounds, 0.25% hits;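 active means inhibition at 20 µM, scaled per plate between control wells, above about 37%, limit read from the data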;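 further: 0% = DMSO with enzyme and substrate and 100% = substrate only without enzyme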
Target sequence (P54829 whole entry, looked up): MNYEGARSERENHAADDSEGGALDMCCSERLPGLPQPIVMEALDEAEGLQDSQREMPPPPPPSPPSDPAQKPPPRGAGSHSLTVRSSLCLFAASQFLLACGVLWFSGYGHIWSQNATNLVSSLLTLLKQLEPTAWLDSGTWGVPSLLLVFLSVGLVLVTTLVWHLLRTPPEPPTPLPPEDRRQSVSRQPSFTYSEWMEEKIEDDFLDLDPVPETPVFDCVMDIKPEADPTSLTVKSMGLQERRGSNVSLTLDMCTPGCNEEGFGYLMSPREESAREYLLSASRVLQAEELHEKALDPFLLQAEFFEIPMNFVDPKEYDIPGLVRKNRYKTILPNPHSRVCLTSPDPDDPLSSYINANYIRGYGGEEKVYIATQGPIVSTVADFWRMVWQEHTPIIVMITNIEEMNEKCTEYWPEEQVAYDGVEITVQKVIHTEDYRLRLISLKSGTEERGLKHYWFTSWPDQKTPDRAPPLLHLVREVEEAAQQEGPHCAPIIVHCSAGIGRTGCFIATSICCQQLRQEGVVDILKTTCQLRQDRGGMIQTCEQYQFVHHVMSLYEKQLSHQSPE
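System: STEP (striatal-enriched tyrosine phosphatase) enzyme, cell-free; medium: Bis-Tris pH 6.0 buffer with DTT, detergent; dosing: 20 µM, 1% DMSO; times: reaction 20 min, ambient temperature; detection: fluorescence, 480/540 nm; read-out basis: normalized % inhibition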
Scp-1 inhibitor: Scp-1 (human) phosphatase inhibition; 340,000 compounds, 0.88% hits; Recombinant Scp1, phosphopeptide, malachite green phosphate absorbance; Q9GZU7; AID 493091; inhibition, % at 20 µM;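 active means inhibition above about 50% at 20 µM, limit read from the data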;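 further: plate controls were DMSO wells with enzyme for no effect and wells lacking enzyme for full effect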
Target sequence (Q9GZU7 76-261 limits assumed): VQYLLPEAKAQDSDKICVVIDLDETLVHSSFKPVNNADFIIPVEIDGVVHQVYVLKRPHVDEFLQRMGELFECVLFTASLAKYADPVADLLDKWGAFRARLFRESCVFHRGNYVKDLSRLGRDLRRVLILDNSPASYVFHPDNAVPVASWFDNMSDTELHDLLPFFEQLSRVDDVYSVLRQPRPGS
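System: SCP-1 catalytic domain; Reagent: Phospho 17-mer peptide substrate; Doses: one concentration, 20 µM, with 1.0% DMSO; Incubation: 45 min room-temperature reaction, 5 min colour, 30 min stabiliser; Signal: Phosphate-binding colour reagent, absorbance read at 630 nm.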
LMPTP block: LMPTP (human) inhibition; P24666; recombinant LMPTP-A, OMFP fluorogenic substrate, fluorescence intensity; inhibition, % at 20 µM; 360,000 compounds, 0.22% hits; AID 651560;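 active means compounds that cut the enzyme signal by at least half of the control window in the single-dose screen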;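 further: plate controls were DMSO wells with enzyme plus substrate for no effect and substrate without enzyme for full effect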
Target sequence (P24666 whole entry, looked up): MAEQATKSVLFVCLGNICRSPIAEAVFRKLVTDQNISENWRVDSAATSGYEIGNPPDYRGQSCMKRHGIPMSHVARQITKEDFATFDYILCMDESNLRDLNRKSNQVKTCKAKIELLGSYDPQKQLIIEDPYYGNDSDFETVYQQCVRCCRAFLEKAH
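Test system: LMPTP-A phosphatase enzyme; input: 0.625 nM LMPTP-A final; reagent: OMFP substrate, 400 µM final; compound dosing: 20 µM single dose, 3% DMSO; incubation: 50 min dark incubation at room temperature; measured by: endpoint fluorescence intensity from OMFP dephosphorylation; measure: % inhibition relative to no-enzyme and uninhibited control wells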
NRP1-CendR mod: NRP-1/CendR interaction modulation | 360,000 compounds, 0.85% hits | AID 602438 | FAM-RPARPAR peptide binding to NRP-1, fluorescence polarization | inhibition, % at 25 µM;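 active means inhibition or corrected inhibition above about 18%, plus a signal ratio from 0.5 to 1.5, limit read from the data, passing the limit was not always enough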; further: strong numbers were not always called active
Numbers without * were called inactive; . = not tested or not shown. An unsorted share of the library; overall some 4.3% were active at least once.

SMILES | eLon inh | DNMT1 inh | MsrA act | Tb MetRS inh | MsrA inh | SUMO1-SIM PPI | STEP block | Scp-1 inhibitor | LMPTP block | NRP1-CendR mod
CC(C)c1ccc(N(CC(=O)NCCSC(C)(C)C)S(C)(=O)=O)cc1 | -8.2 | 2.0 | -10.3 | -2.1 | 0.6 | 2.9 | -2.5 | -0.2 | -0.9 | -5.5
CCOC(=O)COc1c(Cl)cc(C2NC(=S)NC(c3ccccc3)=C2C(C)=O)cc1OCC (stereo not drawn) | -1.3 | -1.4 | -9.7 | -1.4 | -0.3 | -1.9 | 0.5 | 14.9 | -0.6 | 0.1
COc1cc(OC)cc(C(=O)N[C@H](C(=O)OCC(=O)NC(C)c2ccccc2)C(C)C)c1 (stereo partly drawn) | 6.6 | 1.2 | -10.4 | -0.7 | 0.8 | -1.1 | -3.0 | 6.6 | -1.4 | -17.4
CCOc1ccc(S(=O)(=O)N2CCCC(C(=O)N3CCCC3)C2)cc1 (stereo not drawn) | 5.4 | 0.0 | -1.7 | 0.6 | -0.2 | -1.3 | 1.0 | -10.0 | -1.0 | 17.7
CCCCC(CC)C(=O)O (stereo not drawn) | 8.9 | 2.4 | -4.9 | -0.3 | -0.4 | -0.1 | 2.4 | 6.8 | -0.8 | -5.5
CCOC(=O)c1nnc2ccnn2c1N | -12.1 | 4.5 | -3.3 | -0.6 | 1.4 | -11.6 | 3.1 | 1.5 | -2.3 | 0.8
COc1cccc(-c2nc(CS(=O)CC(=O)O)c(C)o2)c1 (stereo not drawn) | 3.5 | 6.2 | -9.2 | -0.5 | 0.3 | -0.5 | 0.5 | 6.1 | -0.9 | 3.5
Nc1cc(=O)[nH]c(SCC(=O)Nc2cc(Cl)ccc2Cl)n1 | -14.9 | -2.1 | -5.8 | -0.3 | -0.5 | 1.6 | -2.2 | -0.8 | -0.3 | -3.5
O=C(NCCc1ccccc1)c1ccc(NCC2CCCO2)c([N+](=O)[O-])c1 (stereo not drawn) | -6.0 | -3.9 | -0.8 | -0.6 | -0.4 | -29.5 | 4.7 | -1.7 | -0.1 | -7.7
O=C(O)C1CC=CCC1C(=O)Nc1cccc(Cl)c1 (stereo not drawn) | -7.8 | 0.8 | -11.5 | -2.3 | 0.1 | -4.9 | -3.0 | -2.2 | -0.1 | 4.2
CCOC(=O)c1sc(NC(=O)OC)c(C(=O)OC)c1C | 5.5 | 0.5 | -2.9 | -0.1 | 0.6 | 6.9 | 0.9 | -6.1 | -0.7 | -5.8
O=C(O)C(Cc1ccc(O)cc1)N1C(=O)c2c(Cl)c(Cl)c(Cl)c(Cl)c2C1=O (stereo not drawn) | 2.9 | 1.8 | -1.9 | 0.3 | 0.2 | -21.5 | 5.9 | 8.0 | 0.8 | -4.4
Cc1ccc(NC(=O)CN(C)C(=O)CSc2nnc(NC(C)C)s2)cc1 | -0.4 | -15.1 | -7.3 | -0.3 | 0.5 | 0.2 | 1.7 | -0.1 | 0.7 | 3.0
N#Cc1c(NC(=O)CSc2ncn[nH]2)sc2c1CCCCC2 | -11.5 | -3.1 | -3.2 | -0.9 | -0.6 | 1.2 | -6.2 | -6.1 | -4.4 | -6.8
COc1cc(CC(=O)OCC(=O)Nc2cc(S(=O)(=O)N3CCCC3)ccc2Cl)cc(OC)c1OC | -8.7 | -5.4 | -11.1 | -0.6 | 0.0 | 2.5 | 2.0 | 13.0 | -0.1 | -4.3
C/C(=N\NC(=O)c1ccc(C)cc1)C1C(=O)c2ccccc2C1=O | 3.3 | -10.5 | -5.8 | -0.1 | 2.9 | -0.5 | 2.9 | 5.0 | 0.0 | -2.2
NC(N)=NS(=O)(=O)c1ccc(NC(=S)NC(=O)/C=C/c2ccc(F)cc2)cc1 | 10.2 | 13.3 | -11.4 | -0.8 | 1.9 | 1.9 | -3.4 | 5.8 | 0.3 | 2.7
N#CCCn1cc(/C=C2\NC(=S)N(c3ccccc3)C2=O)c(-c2ccc(-c3ccccc3)cc2)n1 | 5.0 | 13.9 | -2.3 | -0.1 | 0.1 | -7.7 | 1.9 | -9.3 | 5.6 | 6.4
COc1ccc(-n2c(NC(=O)c3ccco3)c(C#N)c3nc4ccccc4nc32)cc1 | 0.4 | 13.2 | -9.3 | 1.5 | 2.0 | 33.5 | -1.3 | -1.9 | 8.2 | -44.9
O=C(/C=C/c1c(Cl)cccc1Cl)NCc1ccccc1 | 2.5 | 2.6 | -3.1 | -0.5 | 0.6 | -1.3 | -0.1 | -14.2 | -0.2 | -1.7

Entries of single compounds from above. Order of screens: eLon inh | DNMT1 inh | MsrA act | Tb MetRS inh | MsrA inh | SUMO1-SIM PPI | STEP block | Scp-1 inhibitor | LMPTP block | NRP1-CendR mod
Results for N#Cc1c(NC(=O)CSc2ncn[nH]2)sc2c1CCCCC2 = -11.5 | -3.1 | -3.2 | -0.9 | -0.6 | 1.2 | -6.2 | -6.1 | -4.4 | -6.8
Results for COc1cc(CC(=O)OCC(=O)Nc2cc(S(=O)(=O)N3CCCC3)ccc2Cl)cc(OC)c1OC = -8.7 | -5.4 | -11.1 | -0.6 | 0.0 | 2.5 | 2.0 | 13.0 | -0.1 | -4.3

Following part:
SMILES | eLon inh | DNMT1 inh | MsrA act | Tb MetRS inh | MsrA inh | SUMO1-SIM PPI | STEP block | Scp-1 inhibitor | LMPTP block | NRP1-CendR mod
O=C1C=C(c2ccc3ncccc3c2)C[C@@H](c2ccc3c(c2)OCO3)C1 | 0.7 | -5.2 | -1.9 | -0.3 | 0.7 | -28.8 | 2.1 | 0.6 | 8.7 | 0.2
Cc1sc2ncnc(N3CCC(C(=O)Nc4cc(S(C)(=O)=O)ccc4Cl)CC3)c2c1C | -3.6 | -2.2 | -2.8 | -0.4 | -1.4 | 8.7 | -2.9 | -4.9 | 2.6 | -11.9
COc1cc(C)ccc1OCCON1C(=O)CCC1=O | -6.5 | 1.0 | -3.9 | -0.8 | 0.5 | 3.0 | -3.4 | -4.0 | -1.0 | -9.9
CCOC(=O)N1CCN(c2ccccc2O)CC1 | -8.4 | -0.6 | -2.7 | -0.2 | 0.4 | 1.9 | 1.5 | -2.2 | 2.7 | 9.9
COc1ccc(OC)c(-c2cc(C(=O)N3CCOCC3)no2)c1 | -7.4 | -1.2 | -1.2 | -0.2 | 1.1 | 1.0 | -2.4 | -7.1 | -1.4 | 2.3
COc1ccc(NC(C)=O)cc1NC(=O)CSc1nnc(C2CCCCC2)n1N | 3.6 | -0.5 | -3.6 | -0.1 | -1.1 | 9.0 | 3.5 | -7.8 | 0.0 | -4.0
CN1CCN(c2ccc(NC(=O)c3ccc(Cl)cc3)cn2)CC1 | 0.8 | -2.3 | -6.2 | -0.5 | 0.8 | 0.6 | -0.2 | -2.6 | 0.7 | 5.3
CC(C(=O)Nc1ccccc1F)N1CCN(S(=O)(=O)c2ccc(C(F)(F)F)cc2)CC1 (stereo not drawn) | -2.8 | 1.0 | -3.3 | -0.4 | -0.2 | -2.4 | 2.5 | -9.0 | 2.2 | 0.1
Cc1ccc(S(=O)(=O)NCc2ccc(C(=O)NCCCN3CCC(Cc4ccccc4)CC3)cc2)cc1 | 2.7 | 1.7 | 0.1 | -0.2 | 1.6 | 0.7 | -1.1 | -0.3 | -0.2 | 1.1
CCOC(=O)c1sc(NC(=O)CSc2nncn2C)nc1C | 5.9 | 1.8 | 0.1 | 0.2 | 0.8 | -2.5 | 1.3 | -8.7 | 0.0 | 0.1
COc1ccc(-c2nc3n(c2Br)CCC3)cc1 | -7.5 | -0.2 | -4.6 | -1.0 | 0.3 | 2.8 | -0.5 | -7.6 | 0.6 | -9.9
COc1ccc(Cc2c(C(C)(C)C)nc3ccc(C)cn23)c(C)c1 | -14.2 | 9.5 | -6.1 | -0.9 | 1.6 | -1.0 | 0.5 | . | 2.1 | -21.3
O=C(CN1CCc2[nH]c3ccccc3c2C1)N1CCCCC1 | -1.2 | -15.5 | -3.4 | 0.6 | 0.8 | 1.2 | -1.3 | 4.8 | 3.6 | 3.6
O=C(NCC(=O)N(c1ccc(F)cc1)C(C(=O)NC1CCCCC1)c1cccnc1)c1ccco1 (stereo not drawn) | 0.1 | -0.4 | -0.9 | 0.2 | 1.2 | 2.8 | 2.1 | -7.2 | -0.1 | 0.0
O=C(Nc1ccccc1C(=O)N1CCOCC1)c1ccc(F)cc1 | 3.0 | 0.8 | -9.5 | -0.9 | -1.7 | -0.5 | -2.8 | 14.9 | -0.6 | -3.8
CCOC(=O)c1ccc(-n2cccc2/C=C2\NC(=O)NC2=O)cc1 | -5.5 | -0.3 | -1.5 | -0.1 | 2.5 | -33.9 | 4.2 | -4.4 | 13.8 | 17.3
CC(OC(=O)CNC(=O)c1ccc(Cl)c([N+](=O)[O-])c1)C(=O)NC1CCCCC1C (stereo not drawn) | -4.9 | 3.8 | -3.0 | 7.2* | -0.5 | -25.0 | -0.6 | -4.2 | -0.9 | -1.8
CC(=O)c1ccc(S(=O)(=O)Nc2ccc(-n3cnnn3)cc2)cc1 | 3.6 | 26.0 | -0.7 | -0.1 | 0.7 | -0.5 | 2.0 | 24.3 | 1.1 | -7.6
CCn1ncc(CNC(=O)CCSc2nc(-c3ccco3)cc(C(F)(F)F)n2)c1C | -3.9 | -1.3 | 3.6 | 0.1 | 1.4 | -4.6 | -1.3 | -10.1 | -1.2 | -11.9
O=c1c2ccccc2nc(/C=C/c2cccc(Br)c2)n1CCCO | 4.3 | -3.0 | -4.7 | -0.8 | 2.4 | -14.9 | -0.4 | 12.3 | 1.4 | -0.5
CCOc1cc(-c2nc(-c3ccncc3)no2)cc(OCC)c1OCC | 4.8 | 10.2 | 0.6 | 0.1 | 1.0 | 6.8 | 4.5 | -7.4 | 1.9 | 8.3
COc1ccc(OC)c(C(c2nnnn2C2CCCC2)N2CCN(c3ccc(F)cc3)CC2)c1 (stereo not drawn) | 6.8 | -5.0 | -2.1 | -0.7 | 1.3 | 2.2 | 3.6 | -10.4 | 4.7 | -11.8
O=S(=O)(NCc1nnnn1-c1ccc(F)cc1)c1ccc(F)cc1 | -4.2 | 4.3 | -5.6 | -0.3 | 1.3 | 3.9 | -0.5 | . | -0.4 | 19.6
COC(=O)c1c(N2C(=O)CC(Sc3ccccc3C(=O)O)C2=O)sc2c1CCCC2 (stereo not drawn) | 6.3 | 1.8 | -2.3 | 0.0 | 1.2 | 10.0 | 10.2 | -9.3 | 0.3 | 0.4
Cc1ccc(N(C)C2=NC(=O)CS2)cc1Cl | 8.6 | 3.7 | -2.4 | -0.8 | 0.6 | 1.0 | -4.3 | -7.3 | -1.8 | -5.8
O=C(c1ccc2c(c1)OCO2)N1CCN(c2ccc(C(F)(F)F)cn2)CC1 | 2.4 | -4.0 | -3.5 | -0.6 | 2.8 | -2.2 | -2.3 | -1.3 | 0.4 | 8.5
O=C(COC(=O)CNC(=O)c1ccccc1Cl)NC1CCCC1 | -4.0 | 1.8 | -2.2 | -0.3 | 0.4 | 1.4 | -3.1 | -6.8 | -2.5 | 10.4

High-throughput results as filed in PubChem.
